Rab9 promoter act: activators of Rab9 promoter; Huh7 Rab9 promoter-luciferase reporter, luminescence, 24 h; Potency, µM (series often up to 9.22 µM), inactives show at the top dose activation, negative = inhibition, most hits filed as activators; 2.8% of 320,000 active; AID 485297; further: potency means the concentration at half of the fitted maximal effect; % of control where 0% means no effect; nearly all actives have a fitted effect of over 60% in size
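Steps: seed 1500 Huh7 Rab9-luc cells per well, rest 2 h at 37 °C; add compound in DMSO; incubate 24 h; add luciferase reagent, 10 min ambient; read luminescence.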
BRCA1 expr up: activators of BRCA1 expression; 1.1% of 380,000 active; Potency, µM (titrated, usually from 46.1 µM), without a hit: at the highest dose activation, usual class: activators; MCF7-BRCA1-FFLuc reporter, luminescence, 48 h; response scale: scaled: vehicle 0%, 10 µM genistein 100%; further: potency means the concentration at half of the fitted maximal effect; nearly all actives have a fitted effect of over 80% in size; some results filed as inactive show a strong effect at the top dose
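Luminescence from a BRCA1-driven firefly luciferase in MCF7 cells was the read-out, taken 15 min after substrate addition following 48 h compound exposure at 37 °C. Data were normalized to a 10 microM genistein control and DMSO vehicle.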
ELG1 genotox: genotoxicity induction in ELG1-luciferase HEK293T cells. HEK293T ELG1-luciferase reporter, luminescence, 16 h. Potency, µM (titrated, usually from 46 µM), for inactives: top-dose activity change, positive = activation, actives largely listed as activators. 1.3% of 330,000 active. AID 504466; further: potency means the concentration at half of the fitted maximal effect; % of control where 0% means no effect; nearly all actives have a fitted effect of over 60% in size
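DMSO vehicle served as control against compound-treated ELG1-luciferase HEK293T cells; exposure lasted 16 hr at 37 °C and 5% CO2, followed by ONE-Glo luminescence detection after 30 min.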
NPC1 promoter act: activators of NPC1 promoter. Huh7 NPC1 promoter luciferase reporter, 24 h. Potency, µM (highest dose often 9.22 µM), inactives show at the top dose activation, usual class: activators. 2.4% of 320,000 active. AID 485313;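 further: potency means the concentration at half of the fitted maximal effect; % of control where 0% means no effect; nearly all actives have a fitted effect of over 60% in size; reporter is driven by a mutant NPC1 promoter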
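In 1536-well qHTS, Huh7 cells harboring an NPC1 promoter–luciferase construct received compound for 24 h; activation was quantified by luminescence following luciferase reagent addition.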
Gal4-VP16 FLuc: inhibits Gal4-VP16 luciferase reporter, ROR gamma counter-screen. Drosophila S2 Gal4-VP16 UAS-luciferase, luminescence, 20 h. AID 2546. 3.5% of 310,000 active. Potency, µM (doses to about 53.6 µM), for the others: at the highest dose activity, negative = inhibition, hits mostly inhibitors;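 further: Gal4-VP16 expression switched on by copper sulfate through the metallothionein promoter; potency means the concentration at half of the fitted maximal effect; on the % scale 0 is the no-effect control and ±100 the full control effect; nearly all actives have a fitted effect of over 50% in size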
Giardia kill: kills Giardia lamblia; Giardia lamblia trophozoite viability; activity change, % at 7.66 µM, hits read low; 0.15% of 340,000 active; AID 540267; in the data active means activity change below about -80%; inconclusive means between about -30% and that limit;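 further: parasites exposed to compound for two days anaerobically before the ATP read; on the % scale 0 is the no-effect control and ±100 the full control effect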
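Luminescence from cellular ATP indicates surviving trophozoites (100 cells/well) following 48 hrs anaerobic compound treatment at 37 deg C; signal develops 15-30 min at room temperature.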
FLuc counter: firefly luciferase modulation, counter-screen for miR-21 project; 6.9% of 360,000 active; AID 588342; Potency, µM (titrated, usually from 57.5 µM), inactives show at the highest dose activity change, negative = inhibition, usual class: inhibitors; purified FLuc, Km substrates, luminescence inhibition; P08659;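 further: potency means the concentration at half of the fitted maximal effect; plate controls were vehicle for no effect and reference inhibitor for full effect; nearly all actives have a fitted effect of over 55% in size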
Target sequence (P08659 whole entry, looked up): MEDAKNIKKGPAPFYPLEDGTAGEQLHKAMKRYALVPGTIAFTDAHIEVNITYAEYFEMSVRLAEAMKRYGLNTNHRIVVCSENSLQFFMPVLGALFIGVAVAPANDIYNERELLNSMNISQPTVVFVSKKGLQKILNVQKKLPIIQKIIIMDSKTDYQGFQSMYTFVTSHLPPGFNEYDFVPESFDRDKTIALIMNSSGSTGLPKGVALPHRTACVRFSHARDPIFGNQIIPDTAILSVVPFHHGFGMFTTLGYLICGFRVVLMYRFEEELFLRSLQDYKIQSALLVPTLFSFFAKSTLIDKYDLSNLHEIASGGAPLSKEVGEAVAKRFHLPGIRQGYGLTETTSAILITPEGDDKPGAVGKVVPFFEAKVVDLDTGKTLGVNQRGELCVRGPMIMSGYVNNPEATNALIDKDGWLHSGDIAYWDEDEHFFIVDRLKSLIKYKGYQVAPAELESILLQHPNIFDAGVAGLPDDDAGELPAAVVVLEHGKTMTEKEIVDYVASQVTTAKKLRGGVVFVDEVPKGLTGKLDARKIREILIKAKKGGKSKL
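Purified P. pyralis luciferase, 10 nM final, with Km-level 10 uM D-luciferin and 10 uM ATP in 50 mM Tris acetate pH 7.5, 10 mM Mg acetate, 0.01% Tween-20, 0.05% BSA; 6-point qHTS titration about 60 µM downward; luminescence read.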
RORgamma inh: ROR gamma (mouse) transcription inhibition. AID 2551. Potency, µM (highest dose often 53.6 µM), inactives show top-dose activity change, negative = inhibition, hits mostly inhibitors. P51450. Drosophila S2 Gal4-RORgamma UAS-luciferase reporter, 20 h. 5.4% of 310,000 active; further: potency means the concentration at half of the fitted maximal effect; on the % scale 0 is the no-effect control and ±100 the full control effect; nearly all actives have a fitted effect of over 60% in size
Target sequence (P51450 whole entry, looked up, the tested form may be a part): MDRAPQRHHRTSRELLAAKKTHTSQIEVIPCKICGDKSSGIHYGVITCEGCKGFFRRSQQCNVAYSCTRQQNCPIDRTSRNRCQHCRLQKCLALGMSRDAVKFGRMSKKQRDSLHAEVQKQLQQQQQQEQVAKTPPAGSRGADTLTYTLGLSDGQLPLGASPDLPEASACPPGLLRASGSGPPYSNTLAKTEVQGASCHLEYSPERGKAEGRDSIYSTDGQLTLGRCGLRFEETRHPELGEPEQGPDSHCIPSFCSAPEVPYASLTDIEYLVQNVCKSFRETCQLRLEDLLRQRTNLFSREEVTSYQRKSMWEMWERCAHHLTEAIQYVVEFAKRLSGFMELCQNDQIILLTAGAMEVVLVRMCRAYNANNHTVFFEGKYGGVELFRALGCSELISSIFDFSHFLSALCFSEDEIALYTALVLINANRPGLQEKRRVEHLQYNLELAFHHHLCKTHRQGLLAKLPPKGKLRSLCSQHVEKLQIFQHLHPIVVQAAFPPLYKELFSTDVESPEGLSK
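Schneider cells (Drosophila), stable Gal4 DBD–ROR gamma + UAS-luc; 1 hr cmpd preincubation; Cu2+ induction 700 uM final; 20 hr ambient; luminescence.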
PKM2 act: activators of human pyruvate kinase M2 | P14618 | purified PKM2, Kinase-Glo ATP luminescence, activation; response scale: 0% is enzyme alone, no compound | Potency, µM (highest dose often 57.5 µM), inactives show top-dose activation, most hits filed as activators | 0.34% of 260,000 active | AID 1631; further: potency means the concentration at half of the fitted maximal effect; on the % scale 0 is the no-effect control and ±100 the full control effect; nearly all actives have a fitted effect of over 55% in size
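hPK-M2, >95% pure; 0.1 mM ADP / 0.5 mM PEP final; imidazole pH7.2 buffer w/ 7 mM MgCl2, 50 mM KCl; 1 h RT; Kinase-Glo lum. Intermediate enzyme activity for dual inhibitor/activator qHTS.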
Menin MLL FP TR: inhibitors of human menin-MLL interaction, mutant MLL peptide | AID 1768 | 0.23% of 270,000 active | Menin + Texas Red MLL mutant peptide, fluorescence polarization | Potency, µM (doses to about 61.6 µM), for the others: at the highest dose FP activity change, negative = inhibition, hits mostly inhibitors | O00255; active means well fitted inhibition curve with a large enough effect in the polarisation, with a control signal flat, not every such curve was filed as active; inconclusive means small, poorly fitted or top-dose-only effect, or effect the other way, or a change in a side signal; inactive means no such curve, though single readings can be large or run the other way; the % refers to the polarisation; further: potency means the concentration at half of the fitted maximal effect; % of control where 0% means no effect; many of its hits are not listed in these tables
p53 reactivation: re-activators of mutant p53; Potency, µM (series often up to 92.2 µM), inactives show at the highest dose activity change, positive = activation, actives largely listed as activators; 0.063% of 320,000 active; AID 504706; H1299 p53-A138V BP100-luciferase reporter, luminescence, 24 h; further: potency means the concentration at half of the fitted maximal effect; % of control where 0% means no effect; nearly all actives have a fitted effect of over 45% in size
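H1299 (p53-null), stable ts p53-A138V + BP100-Luc; 1000 cells/well, Opti-MEM/10% FBS; cpd 4 pt, 1:5; 24 h, 37 deg C, 5% CO2; detection reagent 10 min RT; luminescence.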
* marks the source's active call; other numbers are inactive results; ? = inconclusive; · = no result given; [ ] = dose if it differs, or a comment. Unless noted, the call rests on the fitted dose curve; in most records, active means well fitted curve in the direction sought with a large enough effect; inconclusive means small, poorly fitted or top-dose-only effect, or another doubt; inactive means no such curve, though single readings can be large; an effect the other way counts as inactive or inconclusive.

structure | Rab9 promoter act | RORgamma inh | NPC1 promoter act | Menin MLL FP TR | ELG1 genotox | Gal4-VP16 FLuc | BRCA1 expr up | FLuc counter | p53 reactivation | Giardia kill | PKM2 act
O=C(CNc1ccccc1F)Nc1cccc(S(=O)(=O)N2CCCCC2)c1 | 2% | · | 0% | · | -6% | · | -8% | ? | 2% | 25 | ·
CC(=O)CSc1ncnc2nc[nH]c12 | 0% | 1% | -5% | 0% | -3% | -4% | -19% | 1% | -4% | -5 | -1%
CC(OC(=O)/C=C/c1cccs1)C(=O)Nc1ccc(C(N)=O)cc1 (configuration not stated) | -9% | · | -5% | · | 7% | · | 0% | 5% | 7% | -3 | ·
CCCCS(=O)CC(COCc1ccccc1)OC(=O)CSc1nc(C)cc(C)n1 (configuration not stated) | -5% | 9% | 5% | -9% | 1% | -3% | 11% | 3% | -1% | 5 | -4%
COC(=O)c1scc(C)c1N/N=C(\C)c1ccc(F)cc1F | 0% | 23% | -4% | -2% | 0% | -1% | -68% | 0% | -4% | 5 | -3%
CCC1CCCCN1CCCNC(=O)C1CCC(=O)N1Cc1ccc(C)cc1 (configuration not stated) | -3% | 1% | 0% | 0% | -2% | -5% | -11% | -2% | -5% | 14 | -2%
CCN(CC)C(=O)C1CCCN(Cc2ccc(OC)c(C)c2)C1 (configuration not stated) | -2% | -4% | -5% | -1% | 0% | 0% | -7% | 2% | 1% | 1 | 4%
COc1ccc(CCNC(=O)c2ccc(=O)[nH]c2)cc1OC | -2% | -9% | 2% | 9% | -4% | -3% | 4% | -2% | -3% | 4 | ·
COc1ccc(NC(=O)C(=O)N/N=C(\C)CC(=O)Nc2ccccn2)c(OC)c1 | -5% | -33% | -5% | · | 0% | 2% | 1% | -6% | 1% | 3 | 0%
Cc1nnc(-c2ccc(Cl)cc2)nc1NCCN(C)C | -3% | -16% | -3% | 0% | 7% | 6%[10 µM] | 0% | 1% | -4% | -22 | -2%
CCCNC(=O)CCc1c(C)nc2nc(C)nn2c1C | 11% | -3% | -7% | 8% | 3% | 3% | -11% | 0% | 3% | 16 | -1%
Cn1cc(Br)c(NS(=O)(=O)c2ccc(Cl)s2)n1 | -7% | 24% | 3% | · | -2% | 6% | 2% | -1% | 4% | 7 | -18%
CC1(C)CC(N(Cc2cccs2)C(=O)c2ccco2)CCO1 (configuration not stated) | 1% | 4% | -6% | 18% | 1% | -5% | -7% | 1% | ? | 7 | -18%
COc1cc2nc(Cl)nc(N3CCOCC3)c2cc1OC | -4% | 2% | 0% | 1% | 11% | 5% | -8% | 4% | -2% | -6 | 1%
CCN(CC)S(=O)(=O)c1cc(NC(=O)CCCOc2ccc(C(C)=O)cc2)ccc1C | -16% | 25% | -8% | -7% | 2% | -22% | -32% | -1% | 24% | 16 | -1%
O=C(CCCCCN1C(=O)c2cccc3cccc(c23)C1=O)NCc1cccnc1 | -2% | -11% | 0% | · | 4% | -11% | 85% | ? | -1% | -8 | -8%
Cc1ccccc1-c1n[nH]c(=S)n1/N=C/C=C/c1ccco1 | -5% | 2.5µM* | -4% | · | 1% | -18% | -17% | -1% | -4% | -29 | -2%
Cc1cc(NC(=O)c2ccc(COc3ccc(Cl)c(C)c3)o2)no1 | -1% | 12% | 7% | -10% | 8% | 0% | 92% | 4% | -5% | -3 | 0%
O=C(c1cccc(S(=O)(=O)N2CCCCC2)c1)N1CCN(S(=O)(=O)c2ccc(F)cc2)CC1 | -3% | -17% | -3% | -13% | -3% | -7% | -6% | 3% | -7% | -7 | 2%
CCOc1ccc(NC(=S)N2CCN(S(=O)(=O)c3ccccc3)CC2)cc1 | -2% | 0% | -1% | · | -4% | 0% | -3% | 2% | -5% | -4 | 8%
CC(=O)Nc1ccc(S(=O)(=O)NNC(=O)c2ccc(S(=O)(=O)N3CCCCC3)cc2)cc1 | -2% | -1% | ? | -7% | 0% | 8% | -5% | 6% | -7% | 8 | 2%
COc1ccc(CCNC(=O)c2ccco2)cc1 | 11% | 9% | 0% | 4% | ? | 13% | 64% | ? | 17% | 7 | -3%
CCOc1ccc(OCC)c(NC(=O)CN(C)S(=O)(=O)c2ccc3nc(C)sc3c2)c1 | -8% | 28% | 1% | -6% | -6% | 0% | -34% | -2% | -7% | 3 | 1%
CC(C)CC(=O)NCc1ccc2[nH]c3c(c2c1)CCCC3 | -9% | 45% | -6% | -9% | -3% | -22% | -7% | 5% | 3% | -24 | 7%
COc1cc(/C=N/Nc2cccc3cccnc23)cc(OC)c1O | ? | 10µM* | -2% | ? | 6% | ? | 47% | 2.7µM* | 16% | -9 | 25%
S=c1[nH]c2cc(Cl)c3cccnc3c2o1 | 1% | ? | 0% | 20% | -1% | ? | -17% | ? | 10% | -9 | -48%
Cc1ccc(C)c(N(C(=O)Cn2nnc3ccccc32)C(C(=O)NCc2ccco2)c2ccncc2)c1 (configuration not stated) | -2% | 8% | 0% | -24% | 6% | 17% | 0% | 0% | -10% | 1 | 3%
O=C(c1ccccc1F)N1CCN(CC2CC3C=CC2C3)CC1 (configuration not stated) | 9% | -3% | 4% | -8% | 1% | -2% | 1% | 1% | -17% | -8 | 0%
CCOC(=O)Cc1csc(SCC(=O)Nc2ccc(C)cc2F)n1 | -1% | · | -5% | · | -3% | · | -18% | 2% | 2% | -4 | ·
Cc1ccc2oc(=O)c3cnn(CC(=O)N(Cc4ccco4)C4CCCCC4)c3c2c1 | 1% | -22% | -6% | -3% | 1% | -3% | 21% | 0% | -2% | -7 | 15%
O=C(CCCn1c(=S)[nH]c2ccccc2c1=O)NCCSCc1ccccc1 | -9% | 13µM* | -5% | ? | -5% | -5%[10 µM] | 0% | -5% | -2% | -2 | -2%
CCOc1ccc(N(CC(=O)Nc2ccc(C)c(C)c2)S(C)(=O)=O)cc1 | ? | -11% | 2.8µM* | 1% | ? | -3% | 2µM* | 11µM* | 0% | -9 | 12%[11.5 µM]
CCOc1cc(-c2cn(S(=O)(=O)c3cccc4nsnc34)nc2N)cc(OCC)c1OCC | 2% | 22% | -2% | ? | 0% | -5% | -13% | 2% | -2% | -29 | -1%
Cc1occc1C(=O)N/N=C/c1cccnc1 | 10% | 11% | 12% | · | 15% | 1% | 57% | -23% | 7% | 27 | -26%
CCOC(=O)N1CCN(Cc2nnc(-c3cccc(Br)c3)o2)CC1 | -1% | 5% | -2% | -8% | 0% | -8% | -1% | 1% | -4% | -6 | ·
O=C1Nc2ccccc2C12OCC(COc1ccc(Cl)cc1)O2 (configuration not stated) | -1% | 42% | 3% | 38%[activator] | -1% | 5% | 0% | -15% | 7% | 0 | 3%
Cc1cc(N2CCCC2)nc(N2C3CCC2CC(O)(c2ccc(F)cc2)C3)n1 (configuration not stated) | -9% | 0% | -6% | -15% | -8% | 5% | · | 9% | -4% | · | 3%
CN(CC(=O)Nc1c(Cl)cccc1Cl)C(=O)CNC(=O)c1ccc2ccccc2c1 | 3% | · | 0% | · | 0% | · | 0% | ? | -3% | 13 | ·
O=S(=O)(Nc1cccc(-n2cnnn2)c1)c1cccc(Cl)c1 | 5% | 5% | 4% | · | -1% | -1% | -20% | 3% | -4% | -23 | ·
CC(C)CNS(=O)(=O)c1ccc(CCC(=O)NCC2CCCO2)cc1 (configuration not stated) | 2% | -14% | -2% | 3% | -1% | 0% | -6% | 10% | 3% | -5 | -1%
CSc1nc(/C=C2\C=Nc3ccccc32)c(O)n1C | 15% | -2% | 0% | 4% | 13% | -37% | -4% | 13µM* | 29% | 0 | 0%
Cc1sc2nc(C)n(/N=C/c3ccc(O)cc3)c(=O)c2c1C | 12% | -15% | -3% | 4% | 3% | 6% | -2%[1.84 µM] | 1% | -4% | 14 | -1%

Compounds shown so far that have an aryl thioether with sulfur outside any ring, in the order listed:
structure | Rab9 promoter act | RORgamma inh | NPC1 promoter act | Menin MLL FP TR | ELG1 genotox | Gal4-VP16 FLuc | BRCA1 expr up | FLuc counter | p53 reactivation | Giardia kill | PKM2 act
CC(=O)CSc1ncnc2nc[nH]c12 | 0% | 1% | -5% | 0% | -3% | -4% | -19% | 1% | -4% | -5 | -1%
CCCCS(=O)CC(COCc1ccccc1)OC(=O)CSc1nc(C)cc(C)n1 (configuration not stated) | -5% | 9% | 5% | -9% | 1% | -3% | 11% | 3% | -1% | 5 | -4%
CCOC(=O)Cc1csc(SCC(=O)Nc2ccc(C)cc2F)n1 | -1% | · | -5% | · | -3% | · | -18% | 2% | 2% | -4 | ·
CSc1nc(/C=C2\C=Nc3ccccc32)c(O)n1C | 15% | -2% | 0% | 4% | 13% | -37% | -4% | 13µM* | 29% | 0 | 0%

These rows are one share of the data; rates above refer to the full screens.
